PolyA inhibitor: yeast polyadenylation inhibition | calls only at 12 µM | hit rate 0.02% among 300,000 | S. cerevisiae SKY197-pL101 polyadenylation reporter, beta-gal luminescence; efflux-impaired pdr1/pdr3 knockout yeast; score 100 = 6 SD above DMSO;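 active means lowest replicate activity score at least 50, where 100 means six control SD above control mean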;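 further: yeast exposed to compound for 9 h at 30 °C; higher score means more reporter readthrough which indicates perturbed polyadenylation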
KCNK3 block: human KCNK3 channel inhibition, primary screen; O14649; CHO-KCNK3 thallium flux, FluxOR fluorescence; active compounds read low; B-score at 10 µM; hit rate 0.84% among 340,000;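 active means B-score under library mean minus 4 SD, starting fluorescence ratio at most library mean plus 5 SD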;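 further: more negative B-score means stronger inhibition of thallium flux through KCNK3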
KCNK9 block: inhibitors of human KCNK9 two-pore domain potassium channel | Q9NPC2 | HEK293 KCNK9, FluxOR thallium flux fluorescence; active compounds read low | hit rate 1.2% among 310,000 | B-score at 10 µM;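 active means ratio B-score over 3 SD below the library mean, with starting fluorescence within 5 SD of its mean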;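 further: negative B-score means less thallium flux so channel inhibition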
Target sequence (Q9NPC2 whole entry, looked up, the tested form may be a part): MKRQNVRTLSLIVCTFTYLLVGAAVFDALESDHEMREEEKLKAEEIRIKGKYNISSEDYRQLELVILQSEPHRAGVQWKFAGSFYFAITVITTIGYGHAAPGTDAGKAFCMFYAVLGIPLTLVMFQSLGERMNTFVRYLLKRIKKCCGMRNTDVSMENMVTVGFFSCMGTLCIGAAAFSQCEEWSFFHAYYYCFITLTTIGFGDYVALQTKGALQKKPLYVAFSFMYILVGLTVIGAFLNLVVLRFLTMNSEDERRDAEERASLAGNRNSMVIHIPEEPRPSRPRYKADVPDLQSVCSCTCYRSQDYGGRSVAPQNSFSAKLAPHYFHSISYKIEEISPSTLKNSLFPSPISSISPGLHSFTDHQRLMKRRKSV
TRPC4 block: blocks the mouse TRPC4 cation channel. Q9QUQ5. B-score at 10 µM. AID 2247. HEK293 TRPC4beta/mu-opioid, DAMGO-evoked Fluo4 calcium flux; active compounds read low. hit rate 0.39% among 300,000;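 active means B-score over 3 SD under the library average, no early fluorescence shift, positive overall ratio signal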
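Material: HEK293 cells with stable TRPC4beta plus mu-opioid receptor expression; probe or stimulus: DAMGO in two steps, submaximal then maximal; technique: Fluo4 calcium fluorescence by kinetic imaging, 5 s 1 Hz baseline; measure: integrated fluorescence ratio relative to baseline, converted to per-well B score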
TRPC4 PAM: TRPC4 (mouse) allosteric potentiation | AID 2227 | HEK293 TRPC4beta/mu-opioid, DAMGO EC20, Fluo-4 Ca2+ flux; active compounds read high | hit rate 0.42% among 310,000 | B-score at 10 µM;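 active means B-score of calcium response area above 5 SD of library B-scores, with initial fluorescence ratio within 5 SD of library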;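 further: B-score of integrated fluorescence ratio over time as area under calcium response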
hERG protect: shields human hERG channel from block by proarrhythmic agents | CHO-hERG, FluxOR thallium flux, dofetilide IC70 present | activation (rescue from dofetilide block), less the hit threshold, % at 10 µM | hit rate 0.51% among 310,000 | AID 1511;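 active means activation above the mean of controls blocked by dofetilide plus 5 SD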;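 further: thallium influx through hERG after potassium depolarization seen as dye fluorescence rise; in these data hits start at about 4.7%; inactives centre near -7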
TRPC4 act: activators of mouse TRPC4 channel; B-score at 10 µM; hit rate 0.49% among 310,000; HEK293 TRPC4beta/mu-opioid, Fluo4 calcium fluorescence; active compounds read high; Q9QUQ5;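 active means B-score above 5 SD of library B-scores, and initial fluorescence ratio not above library mean plus 5 SD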;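 further: positive B-score marks a calcium rise read as TRPC4 activation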
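Assay system: HEK293 cells stably co-expressing mouse TRPC4beta and mu-opioid receptor / Timing: Fluo4 dye loading 45 min at room temperature, 110 s recording / Signal: Fluo4 calcium-sensitive dye fluorescence, kinetic, 1 Hz baseline / Read-out: integrated baseline-normalised fluorescence ratio, converted to per-well B score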
KCNQ1 inh: blocks the human KCNQ1 potassium channel | P51787 | hit rate 1.3% among 310,000 | B-score at 10 µM | AID 2642 | CHO-K1 KCNQ1, FluxOR thallium flux fluorescence; active compounds read high;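 active means compounds whose thallium flux B-score, printed positive for inhibition, exceeds three library SD while starting fluorescence stays within three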;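 further: channel opened by potassium depolarization with thallium stimulus after 20 min compound exposure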
Target sequence (P51787 whole entry, looked up): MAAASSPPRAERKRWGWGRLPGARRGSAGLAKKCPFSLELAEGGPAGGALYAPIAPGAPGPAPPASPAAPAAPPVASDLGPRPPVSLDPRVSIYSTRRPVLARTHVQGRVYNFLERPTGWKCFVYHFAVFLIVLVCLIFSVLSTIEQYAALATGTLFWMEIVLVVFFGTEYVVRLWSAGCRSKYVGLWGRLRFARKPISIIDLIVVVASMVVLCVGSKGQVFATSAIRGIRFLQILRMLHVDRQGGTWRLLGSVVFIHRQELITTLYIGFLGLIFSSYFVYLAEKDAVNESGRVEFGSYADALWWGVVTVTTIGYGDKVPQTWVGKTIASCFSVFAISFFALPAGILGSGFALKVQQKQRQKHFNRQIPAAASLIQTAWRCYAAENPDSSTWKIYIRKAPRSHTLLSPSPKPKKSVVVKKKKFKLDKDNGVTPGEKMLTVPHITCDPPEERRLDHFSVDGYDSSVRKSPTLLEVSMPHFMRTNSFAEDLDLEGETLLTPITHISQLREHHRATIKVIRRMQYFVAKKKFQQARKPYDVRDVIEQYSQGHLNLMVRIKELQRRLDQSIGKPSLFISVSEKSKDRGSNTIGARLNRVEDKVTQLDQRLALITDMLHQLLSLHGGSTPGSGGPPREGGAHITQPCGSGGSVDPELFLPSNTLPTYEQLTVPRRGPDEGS
DYRK1A inh: Dyrk1A (rat) kinase inhibition; inhibition, % at 12.5 µM; AID 504441; ADP-Glo luminescence, NFATc1 peptide; hit rate 0.43% among 310,000; Q63470; in the data active means inhibition above about 50%;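 further: plate controls were vehicle with enzyme for no effect and no enzyme for full effect; many of its hits are not listed in these tables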
KCNQ1 act: potentiates or activates the human KCNQ1 potassium channel. B-score at 10 µM. AID 2648. CHO-K1 KCNQ1, thallium flux FluxOR fluorescence; active compounds read high. hit rate 0.35% among 310,000;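 active means fluorescence ratio B-score, a plate-corrected score, at least three library SD, with initial intensity B-score within 5 SD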
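System: CHO-K1 cells stably expressing KCNQ1 / Medium: assay buffer for compound exposure, DMSO matched across wells / Reagent: thallium- and potassium-containing depolarizing buffer / Compound: one concentration, matched DMSO / Incubation: 20 min compound pretreatment at room temperature / Measured by: kinetic FluxOR fluorescence, 10 s baseline plus 110 s post-stimulus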
Platelet DG rel: platelet dense granule release activity | human platelet-rich plasma, SFLLRN dense granule ATP release, luminescence | hit rate 0.22% among 300,000 | AID 1663 | inhibition, %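 (compounds screened at 7.5 µM in platelet-rich plasma)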;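 active means mean replicate score, as percent of positive control, at or above 50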
* = called active by the depositor; i = inactive; / = not tested or not shown.

SMILES	PolyA inhibitor	KCNK3 block	KCNK9 block	TRPC4 block	TRPC4 PAM	hERG protect	TRPC4 act	KCNQ1 inh	DYRK1A inh	KCNQ1 act	Platelet DG rel
CC(=O)c1cccc(N=Cc2c(O)ccc3ccccc23)c1	i	i	i	i	i	-6.7	i	i	3.0	i	-10.9
CCC(Oc1ccccc1)C(=O)Nc1ccccc1C(=O)N1CCN(C)CC1 (configuration not stated)	i	i	i	i	i	-19.3	i	i	1.8	i	-7.8
CCC(=O)NNc1nc2c(C)c(C)ccc2s1	/	i	i	i	i	-11.1	i	i	-4.1	i	-5.7
CC1(C)NC(=O)N(CC(=O)OCC(=O)Nc2cc(S(=O)(=O)N3CCCCCC3)ccc2Cl)C1=O	i	i	i	i	i	-11.1	i	i	-2.9	i	4.5
COC(=O)c1ccc(CN2C(=O)c3ccccc3C2=O)cc1	i	i	i	i	i	-9.5	i	i	15.5	i	15.3
CC1=CC(=Nc2c(C)n(C)n(-c3ccccc3)c2=O)C=CC1=O	i	/	i	i	i	-2.3	i	i	/	i	0.0
CCn1c(SCC(=O)NCc2ccccc2)nnc1-c1ccccc1O	i	i	i	i	i	-3.5	i	i	-2.0	i	4.0
CCCCCCC1CCC(c2nc(-c3ccncc3)no2)CC1 (configuration not stated)	i	i	i	i	i	-12.3	i	i	-8.1	i	-5.3
CCN(CC)CCn1cnc2c1c(=O)n(CCOC(=O)c1cc(OC)c(OC)c(OC)c1)c(=O)n2C	i	i	i	i	i	-8.6	i	i	4.1	i	-0.9
CCN(CC)c1ccc(N=C2C(=O)Nc3ccccc32)cc1	/	i	i	i	i	-7.0	i	i	2.4	i	3.5
Cc1ccc(NC(=O)COC(=O)c2ccc3c(c2)OCO3)c(C)c1	i	i	i	i	i	-4.9	i	i	7.6	i	-2.6
O=C(CCNC(=O)Cn1ccc2ccccc2c1=O)NCCN1CCN(c2cccc(Cl)c2)CC1	i	i	i	-6*	i	-8.7	i	i	0.5	i	-3.4
NC(=O)NC1NC(=O)NC1=O (configuration not stated)	i	i	i	i	i	-5.4	i	i	-7.2	i	-0.8
Cc1cc(C)nc(N2CCC(C(=O)NNC(=O)c3ccccc3)CC2)n1	i	i	i	i	i	-5.3	i	i	-2.3	i	-0.9
CCOc1cc2c(C#N)c(N3CCCCC3)nc(N)c2c(N)n1	i	i	i	i	i	-14.2	i	i	21.1	i	5.4
CCOC(=O)C1CCN(C(=O)CCNC(=O)c2ccccc2OC)CC1	i	i	i	i	i	-1.8	i	i	1.0	i	-8.0
C=CCOc1ccc(C2=NO[C@@H]3[C@@H]4C[C@@H]([C@H]5C(=O)N(C)C(=O)[C@@H]45)[C@H]23)cc1	i	i	i	i	i	-6.2	i	i	/	i	-7.5
CCN(CC(=O)NCc1ccc(F)cc1)C(=O)COc1ccc(C)c(C)c1	i	i	i	i	i	-1.8	i	i	-11.7	i	-3.4
CC(C)Cc1cc(C(=O)Nc2cc(C(F)(F)F)ccc2Cl)no1	i	i	i	i	10*	-8.3	i	i	-4.3	i	6.1
CCCNc1nc(N2CCCC2)nc(N2CCCC2)n1	i	i	i	i	i	-18.8	i	i	3.3	i	-18.2
O=C(Cn1nc(-c2ccccc2)c2ccccc2c1=O)NCCN1CCOCC1	i	i	i	i	i	-6.2	i	i	-13.3	i	3.7
COc1ccccc1CNC(=O)COC(=O)Cc1c[nH]c2ccccc12	i	i	i	i	i	-13.0	i	i	-2.6	i	4.5
CCn1c(SCC(=O)Nc2ccc(OC)cc2OC)nc2nc3c(cc2c1=O)COC(C)(C)C3	i	i	i	i	i	-7.0	i	i	-9.2	i	/
CCC12CCCN3CCC4(C(=C(C(=O)OC)C1)Nc1ccccc14)C32 (configuration not stated)	i	i	i	i	i	-5.6	i	i	2.5	i	-5.1
Cn1cnc2cc(NC(=O)c3ccc(Cl)cc3)ccc21	i	i	i	i	i	-14.1	i	i	3.1	i	-3.7
COC(=O)C(C)Sc1snnc1-c1ccccc1 (configuration not stated)	i	i	i	i	i	-8.9	i	i	5.8	i	0.5
COc1ccc(C(=O)COC(=O)c2ccccc2NS(=O)(=O)c2ccc(O)c([N+](=O)[O-])c2)cc1	i	i	i	i	i	-17.5	i	9*	-4.1	i	1.5
CCOCCCNC(=O)/C(C#N)=C/c1ccc(C(=O)OC)cc1	i	i	i	i	i	-7.2	i	i	/	i	-1.9
CC(/C=C1\SC(=O)N(CC(=O)Nc2ccc(O)cc2)C1=O)=C\c1ccccc1	i	i	i	i	i	-5.5	i	i	1.1	i	-6.8
CCc1ccccc1NC(=O)C(CC)Sc1nc2cc3c(cc2c(=O)n1Cc1ccco1)OCO3 (configuration not stated)	i	i	i	i	i	-6.2	i	i	1.8	i	-1.0
Nn1c(SCC(=O)Nc2ccc(OC(F)F)cc2)nnc(Cc2ccccc2)c1=O	i	i	i	i	i	-6.8	i	i	7.7	i	-0.3
O=C(OC1CCOC1=O)c1cccc(S(=O)(=O)Nc2ccc(F)cc2)c1 (configuration not stated)	i	i	i	i	i	-4.3	i	i	3.9	i	-2.4
COc1ccc(NC(=O)c2ccc(NCC3CCCO3)c([N+](=O)[O-])c2)cc1 (configuration not stated)	i	i	i	i	i	-3.1	i	i	3.4	i	-6.4
O=C(Cc1cn2ccsc2n1)Nc1ccccc1Oc1ccccc1	i	i	i	i	i	-5.7	i	i	-2.2	i	9.6
Oc1ccccc1CNc1ccc(Br)cn1	i	i	i	i	i	-6.7	i	i	3.4	i	27.8
CC(C)(C)NC(=O)c1ccc(COc2ccccc2Br)o1	i	i	i	i	i	-16.6	i	i	6.4	i	-0.7
CC1=C(C/C=C(\C)CCC[C@H](C)CCC[C@H](C)CCCC(C)C)C(=O)c2ccccc2C1=O	i	/	i	i	i	-5.3	i	i	/	i	-2.7
CSc1ccc(-c2nc(O)c3cnccn23)cc1	i	i	i	i	i	-8.8	i	i	2.0	i	9.0
CCCCNc1c(-c2ccc(SC3CCCCC3)cc2)nc2ccccn12	i	i	i	i	i	-22.6	i	i	-5.1	i	7.1
O=C(CNC(=O)COc1ccccc1)NCc1cccnc1	i	i	i	i	i	-2.5	i	i	-6.8	i	1.5
O=C1NCC(c2ccccc2)C1C(=O)N/N=C\c1ccc(-c2cccc(Cl)c2Cl)o1 (configuration not stated)	i	i	i	i	i	-8.2	i	i	1.6	i	-1.1
COC(=O)c1ccc(COC(=O)CNC(=O)CNC(=O)c2ccc(C)cc2)cc1	i	i	i	i	i	-10.6	i	i	/	i	1.5
O=C1CS/C(=C\[N+](=O)[O-])N1c1ccc(OC(F)(F)F)cc1	i	i	i	i	i	-7.8	i	i	4.5	i	7.4
O=C(Cn1cc(C(=O)C2CC2)c2ccccc21)Nc1ccccc1Cl	i	i	i	i	i	-1.1	i	i	-1.0	i	8.7
O=C(c1ccc([N+](=O)[O-])o1)N1CCc2ccccc21	i	i	i	i	i	-8.2	i	i	2.3	i	3.5
Cc1ccc(C)n1-c1nc(=S)[nH][nH]1	i	i	i	i	i	-12.5	i	i	-12.0	i	-11.1
Cc1ccc(CNC(=O)C2(S(=O)(=O)c3ccc(C)cc3)CC2)cc1	i	i	i	i	i	-5.1	i	i	-3.3	i	0.7
COc1ccc(N2CCN(C(=O)CNC(=O)c3ccccc3Cl)CC2)cc1	i	i	i	i	i	-12.3	i	i	25.7	i	-8.2
CNC(=O)CSc1nc2cccnc2n1-c1ccc(F)cc1	i	i	i	i	i	-1.8	i	i	-0.1	i	-4.9
COc1cc(NC(=O)NCCN2CCN(c3ccccc3)CC2)cc(OC)c1OC	i	i	i	i	i	-5.0	i	i	/	i	8.5
O=Cc1cc(N=Nc2cccc(C(=O)O)c2)ccc1O	i	i	i	i	i	-17.1	i	i	-25.2	i	0.8
O=C(c1sc2cccc(F)c2c1Cl)N1CCN(c2ncccn2)CC1	i	i	i	i	i	-7.7	i	i	-0.2	i	13.9
CC(N=Cc1c(O)c2ccccc2oc1=O)C(=O)O (configuration not stated)	i	i	i	i	i	-20.6	i	i	2.4	i	-5.8
Cc1cc(C)c(C)c(S(=O)(=O)ON2C(=O)c3ccccc3C2=O)c1C	i	i	i	i	i	-6.8	i	i	-7.2	i	-2.9
O=C(O)/C(=C\c1ccco1)NC(=O)c1ccccc1	i	i	i	i	i	-3.1	i	i	-0.4	i	-4.8
Fc1ccccc1-c1n[nH]c(=S)n1Cc1ccccc1	i	i	i	i	i	-4.3	i	i	0.1	i	0.9
O=C(CN(Cc1ccco1)C(=O)c1cccc(Cl)c1)Nc1c(Cl)cc(Cl)cc1Cl	i	i	i	i	i	-12.9	i	i	1.9	i	1.7
Cc1cc(SCc2ccccc2C)nc(=O)[nH]1	i	i	i	i	i	-2.4	i	i	-3.3	i	2.7
CCOCCCN(C(=O)c1snc(C(N)=O)c1N)C(C(=O)NCCC(C)C)c1ccc(Cl)cc1 (configuration not stated)	i	i	i	i	i	-2.2	i	i	5.2	i	-4.7
CC(C)C1Oc2cc3oc(=O)ccc3cc2C1=O (configuration not stated)	i	i	i	i	i	0.0	i	i	19.8	i	2.8

Remaining list, next part
SMILES	PolyA inhibitor	KCNK3 block	KCNK9 block	TRPC4 block	TRPC4 PAM	hERG protect	TRPC4 act	KCNQ1 inh	DYRK1A inh	KCNQ1 act	Platelet DG rel
COc1ccc(N(CC(=O)Nc2cc(OC)cc(OC)c2)S(=O)(=O)c2c(C)n[nH]c2C)cc1	i	i	i	i	i	-6.0	i	i	-0.8	i	1.3
O=C(CNC(=O)N1CC(=O)Nc2ccccc21)Nc1ccc(F)c(Cl)c1	i	i	i	i	i	-11.5	i	i	/	i	8.9
Cc1cc(NC(=O)CCCC(=O)N(c2ccccc2)C(C(=O)NC2CCCCC2)c2cccs2)no1 (configuration not stated)	i	i	i	i	i	-9.3	i	i	-0.2	i	0.9
CC(/C=C1\SC(=S)N(CCCC(=O)Nc2ccc(C(=O)O)c(O)c2)C1=O)=C\c1ccccc1	i	/	i	i	i	-19.7	i	i	/	i	17.9
O=C(NC1CC1)C1CCCN(C(=O)Nc2ccc(F)cc2)C1 (configuration not stated)	i	i	i	i	i	-8.0	i	i	1.1	i	2.0
Cc1cc(=O)oc(C)c1C(=O)NCc1cccnc1	i	i	i	i	i	-8.1	i	i	-2.1	i	1.6
Cc1ccc(CSc2nnc(-c3cccnc3)o2)cc1	i	i	i	i	i	-14.5	i	i	3.9	i	-3.3

Screening results as filed in PubChem.

A portion of the library, so the mix of outcomes need not match the whole.
